# TRHR ag: qHTS for Small Molecule Agonists and Allosteric Enhancers of Human TRH Receptor: Primary Screen for Agonists; Thyrotropin-releasing hormone receptor (Homo sapiens), P34981; activation, % at 2 µM; TRHR cells, calcium flux fluo-8, FDSS agonist mode; hit rate 0.18% among 360,000; in the data active = activation above about 30%; also: 0% is about no effect
#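 Steps: seed TRHR cells overnight; add fluo-8 no-wash Ca dye, RT 30 min–1.5 h; record 10 s baseline; pin-transfer compounds; monitor fluorescence 1 cycle/s for the agonist window. Calcium increases flag candidate agonists.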
# TrxR1 substrate: qHTS Assay for Substrates of Mammalian Selenoprotein Thioredoxin Reductase 1 (TrxR1): qHTS. purified TrxR1 substrate turnover, NADPH consumption readout. Potency, µM (series often up to 114 µM), for the others: at the top dose activity change, negative = substrate turnover. hit rate 0.01% among 390,000; also: potency is read from the fitted curve at half-maximal effect; % is scaled to controls: 0 for no effect and ±100 for the full control effect; nearly all actives have a fitted effect of over 50% in size
#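 Rat TrxR1, dispensed at 90 nM, was prereduced with 400 uM NADPH (final) for 5 min at ~22 deg C, then incubated with compound 15 min before 400 uM selenite. A first-read NADPH fluorescence drop versus no-compound background flagged substrates.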
# USP1-UAF1 inh: Inhibitors of USP1/UAF1: Primary Screen. Ubiquitin carboxyl-terminal hydrolase 1 (Homo sapiens), O94782. recombinant USP1/UAF1, Ub-Rhodamine cleavage fluorescence. Potency, µM (titrated, usually from 57.1 µM), without a hit: top-dose activity change, negative = inhibition, most hits filed as inhibitors. hit rate 0.23% among 390,000. AID 743255, 2014; also: potency is read from the fitted curve at half-maximal effect; % is scaled to controls: 0 for no effect and ±100 for the full control effect; nearly all actives have a fitted effect of over 60% in size; inactives centre near -12
# Target sequence (O94782 whole entry, looked up): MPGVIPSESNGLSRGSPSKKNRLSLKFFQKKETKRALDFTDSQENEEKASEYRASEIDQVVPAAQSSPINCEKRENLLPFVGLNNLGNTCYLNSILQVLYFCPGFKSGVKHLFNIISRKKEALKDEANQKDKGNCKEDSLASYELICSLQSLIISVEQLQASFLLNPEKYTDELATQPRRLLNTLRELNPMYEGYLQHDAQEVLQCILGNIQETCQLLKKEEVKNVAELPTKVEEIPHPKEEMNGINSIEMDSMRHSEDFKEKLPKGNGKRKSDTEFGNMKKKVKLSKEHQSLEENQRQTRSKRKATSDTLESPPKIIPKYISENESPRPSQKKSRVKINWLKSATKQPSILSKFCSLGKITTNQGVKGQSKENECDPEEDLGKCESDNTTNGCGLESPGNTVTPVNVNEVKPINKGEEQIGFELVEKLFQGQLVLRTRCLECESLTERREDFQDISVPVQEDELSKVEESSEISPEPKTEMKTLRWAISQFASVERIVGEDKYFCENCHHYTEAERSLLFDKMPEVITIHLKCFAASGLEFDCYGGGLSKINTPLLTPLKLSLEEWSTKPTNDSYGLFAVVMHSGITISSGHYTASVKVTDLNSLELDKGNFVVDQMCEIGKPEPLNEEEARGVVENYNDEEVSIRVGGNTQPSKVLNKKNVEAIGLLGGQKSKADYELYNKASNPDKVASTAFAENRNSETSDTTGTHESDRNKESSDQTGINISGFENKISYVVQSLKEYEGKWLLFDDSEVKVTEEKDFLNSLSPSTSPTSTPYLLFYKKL
#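 USP1/UAF1 complex (1 nM) preincubated 15 min at room temperature with compound, then Ub-Rho substrate (150 nM final) added. Kinetic fluorescence at 480/540 nm over 6 reads at 60 s intervals; 50 mM HEPES pH 7.8, 0.5 mM EDTA, 0.1 mg/ml BSA, 1 mM TCEP, 0.01% Tween-20.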
# D2 antag: HTS Assay for Allosteric Antagonists of the Human D2 Dopamine Receptor: Primary Screen for Antagonists | HEK293 TREx D2 cells, calcium flux, dopamine EC80 | inhibition, % at 10 µM | hit rate 2% among 340,000; in the data active = inhibition above about 30%; also: 0% is about no effect
#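 Compounds are added to dye-loaded, induced HEK293 T-REx cells coupled to calcium release via D2; after a 3 min kinetic read an EC80 dopamine stimulus is given and fluorescence is recorded for 3 more min.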
# D2 ag: HTS Assay for Allosteric Agonists of the Human D2 Dopamine Receptor: Primary Screen for Agonists | hit rate 0.53% among 340,000 | D(2) dopamine receptor (Homo sapiens), P14416 | HEK293 T-REx D2 cells, calcium flux agonist mode | activation, % at 2 µM | AID 485358, 2010;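 active = activation over 3 SD above normal in the single-dose calcium agonist read, cut at about 30% in these data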; also: 0% is about no effect
#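 Agonism is scored from calcium flux in a force-coupled, inducible HEK293 cell line expressing D2, read kinetically for 180 s after compound addition against dopamine controls.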
# TrxR1 inh: qHTS Assay for Inhibitors of Mammalian Selenoprotein Thioredoxin Reductase 1 (TrxR1): qHTS | Thioredoxin reductase 1, cytoplasmic (Rattus norvegicus), O89049 | recombinant rTrxR1, NADPH fluorescence consumption, selenite substrate | Potency, µM (top dose mostly 114 µM), inactives show at the top dose activity change, negative = inhibition, most hits filed as inhibitors | AID 588453, 2011 | hit rate 1% among 390,000; also: potency is read from the fitted curve at half-maximal effect; % is scaled to controls: 0 for no effect and ±100 for the full control effect; nearly all actives have a fitted effect of over 65% in size
#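 Rat TrxR1 (90 nM in the dispensed reagent) was pre-reduced with 400 uM NADPH for 5 min at room temperature, then incubated with compound for 15 min. After 400 uM selenite was added, NADPH fluorescence (Ex 340/Em 450 nm) was followed for 8 min.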
# IDH1 R132H inh: qHTS for Inhibitors of mutant isocitrate dehydrogenase 1 (IDH1): qHTS; hit rate 0.093% among 390,000; AID 602179, 2012; IDH1-R132H enzyme, NADPH consumption, diaphorase/resazurin fluorescence; Isocitrate dehydrogenase [NADP] cytoplasmic (Homo sapiens), O75874; Potency, µM (highest dose often 76.6 µM), for inactives: at the top dose activity change, negative = inhibition, hits mostly inhibitors; also: potency is read from the fitted curve at half-maximal effect; % is scaled to controls: 0 for no effect and ±100 for the full control effect; nearly all actives have a fitted effect of over 65% in size
#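 IDH1-R132H (0.5 ug/mL) preincubated 30 min with compound, then NADPH (0.016 mM) and alpha-KG (2 mM) added; 80 min at RT, pH 7.5. Remaining NADPH coupled via diaphorase/resazurin to fluorescence (540/590 nm); concentration-response curves normalized to no-enzyme control.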
# Pin1 inhibitor: qHTS Assay to Find Inhibitors of Pin1 | Peptidyl-prolyl cis-trans isomerase NIMA-interacting 1 (Homo sapiens), Q13526 | Pin1 FP peptide displacement, HiFluor488, 10 min | Potency, µM (highest dose often 115 µM), for inactives: top-dose activity, negative = inhibition, most hits filed as inhibitors | hit rate 0.009% among 390,000 | AID 504891, 2011; active = well fitted inhibition curve with a large enough effect in the polarisation, with a control signal flat, not every such curve was filed as active; inconclusive = small, poorly fitted or top-dose-only effect, or effect the other way, or a change in a side signal; inactive = no such curve, though single readings can be large or run the other way; the % refers to the polarisation; also: potency is read from the fitted curve at half-maximal effect; % is scaled to controls: 0 for no effect and ±100 for the full control effect
# Target sequence (Q13526 whole entry, looked up): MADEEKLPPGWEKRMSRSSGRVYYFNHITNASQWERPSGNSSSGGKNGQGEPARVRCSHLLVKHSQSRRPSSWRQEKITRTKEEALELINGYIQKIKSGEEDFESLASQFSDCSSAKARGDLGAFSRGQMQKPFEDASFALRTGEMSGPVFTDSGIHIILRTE
# TRHR enhancer: qHTS for Small Molecule Agonists and Allosteric Enhancers of Human TRH Receptor: Primary Screen for Enhancers; Thyrotropin-releasing hormone receptor (Homo sapiens), P34981; TRHR cells, fluo-8 calcium fluorescence, EC20 TRH enhancement; enhancement, % at 2 µM; hit rate 0.66% among 360,000; AID 493056, 2011; in the data active = enhancement above about 30%; also: 0% is about no effect
#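 Enhancer read-out: after compound pinning and an initial kinetic agonist-mode read, an EC20 of TRH (10 nM final) was injected and fluo-8 calcium signal (Ex 480/Em 530) followed at 1 s/cycle for 100 cycles in TRHR-expressing cells.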
# * = called active by the depositor; ? = inconclusive; . = not tested or not shown; & = joins results of further samples; [ ] = another dose, or the depositor's remark. Unless noted, calls follow the shape of the dose curve; as a rule, active = well fitted inhibition curve with a large enough effect; inconclusive = small, poorly fitted or top-dose-only effect; inactive = no such curve, though single readings can be large or run the other way. This is a subset; count on the stated rates, not on these rows.
no.	canonical_smiles	TRHR ag	TrxR1 substrate	USP1-UAF1 inh	D2 antag	D2 ag	TrxR1 inh	IDH1 R132H inh	Pin1 inhibitor	TRHR enhancer
1	CCOC(=O)Cc1nc2ccccc2n(CC#N)c1=O	0.2	15%	-23%	-11	-0.4	16%	-7%	?	-4
2	O=C(NC1CCCC1)c1cc(S(=O)(=O)N2CCCC2)ccc1Cl	0.4	11%	-8%	-13	-1.1	22%	3%	-1%	2
3	CCN1CCN(c2cc(=O)n(Cc3ccc(F)cc3)c(=O)[nH]2)CC1	1.0	-1%	-12%	-4	0.4	?	2%	-8%	-3
4	Cc1csc(=O)n1CCC(=O)OCc1nnc(-c2ccccc2)o1	0.7	0%[57.1 µM]	-11%	.	.	2%[57.1 µM]	0%	-2%	-1
5	CNC(=O)CCc1ccc(OC)cc1	-0.6	3%	-24%	-7	0.5	16%	-5%	0%	-3
6	CCO/C=N/c1c(C#N)c(CC#N)nn1-c1ccccc1	0.4	7%[57.1 µM]	-16%	20	0.5	13%	1%	3%	-1
7	CC(=O)Nc1ccc(N(C(=O)CNC(=O)c2cccs2)C(C(=O)NCC2CCCO2)c2ccccc2)cc1 (configuration not stated)	-0.2	9%	-2%	-13	-0.9	26%[57.1 µM]	-2%	-1%	-1
8	CCOC(=O)C1=NN(c2ccc(C)cc2)CC1C(=O)OC (configuration not stated)	-0.8	-5%	-24%	-9	-1.8	-12%	6%	0%	8
9	CC(=O)c1cccc(NC(=O)c2ccc(N(C)S(=O)(=O)c3ccc(C)cc3)cc2)c1	1.2	-9%	-4%	-11	-0.3	3%	3%	7%	5
10	COc1cccc(CN(C)C(=O)CCN(c2ccccc2)S(=O)(=O)c2ccc(C)cc2)c1OC	1.5	-9%	-13%	.	.	34%[57.1 µM]	4%	-2%	0
11	COc1ccc(N2C(=O)CS(=O)(=O)C23C(=O)N(Cc2ccccc2F)c2ccccc23)cc1Cl (configuration not stated)	1.4	-4%	-20%	.	1.1	18%	-2%	50%[activator]	-10
12	CC(=O)Oc1ccccc1C(=O)Oc1ccccc1C(=O)O	0.4	6%	-22%	-2	-1.8	-2%	7%	-4%	-5
13	COc1ccccc1NC(=O)N1CCC(CN2CCc3ccccc3C2)CC1	0.3	2%[57.1 µM]	5%	.	1.3	27%[57.1 µM]	-10%	-8%	-1
14	Cc1onc(-c2ccccc2)c1C(=O)NCc1ccc(Cl)cc1	-0.6	0%	-23%	-12	-1.5	4%	7%	-3%	-8
15	COc1ccc(OC)c(-n2cnc3cc(C(=O)O)ccc32)c1	0.2	9%[57.1 µM]	-16%	5	1.5	3%	5%	3%	-4
16	Cc1cc(C)nc(SCC(=O)Nc2nonc2N)n1	0.2	1%	-24%	6	0.5	8%	-6%	-1%	-5
17	COC(=O)Nc1ccc(S(=O)(=O)N2CCC(C(=O)N(C)C3CCCCC3)CC2)cc1	-0.4	-5%	-2%	25	0.5	6%[57.1 µM]	-9%	-1%	-5
18	O=C(C1CCC(=O)N1Cc1cccnc1)N1CCN(c2ccc(F)cc2)CC1 (configuration not stated)	-0.1	8%	-30%	-3	-1.0	-7%	-1%	-1%	5
19	O=C(O)c1ccccc1C(=O)Nc1ccc(Br)c2cccnc12	-1.4&-0.7	-1%&-1%	-17%&-4%	0	2.2&-1.2	6%&3%	2%	?	-6&4
20	Cc1cc(C(c2ccc(O)cc2)c2cc(C)c(O)cc2C)c(C)cc1O	3.2	4%	-9%	-15	-0.8	24%	-22%	?	2
21	Cc1cc(C(=O)Nc2cccnc2Cl)on1	0.2	-1%	-10%	0	0.1	19%	-1%	?	0
22	C1CCN2C[C@@H]3C[C@@H](CN4CCCC[C@@H]34)[C@H]2C1	.	7%	-25%	.	.	16%	21%	-9%	.
23	CC1=C(C(=O)OC(C)C)C(c2cccs2)N2C(=O)CCSC2=N1 (configuration not stated)	-0.1	-3%	4%	4	0.5	2%	3%	-8%	-4
24	CC1CCN(C(=O)CSc2nnc(Cc3cccn3C)n2-c2ccc(F)cc2)CC1	-0.2	3%[57.1 µM]	-27%	6	-0.6	-13%[57.1 µM]	-3%	15%	-4
25	COc1ccc(-c2coc3c(CN4CCOCC4)c(O)ccc3c2=O)cc1	-0.2	137%[activator]	-4%	-17	-1.9	10%	2%	0%	-2
26	O=c1ccc(Cc2ccccn2)n[nH]1	-0.8	-10%	-2%	1	-0.2	5%[57.1 µM]	-1%	-6%	8
27	Cc1ccc(CNC(=O)c2cc3c(s2)CN(Cc2ccccc2)C3)cc1	-0.7	-1%	-14%	39*	-0.3	18%	13%	3%	-13
28	COC(=O)CCCn1c(C)cc(C(=O)CCl)c1C	0.4	2%[57.1 µM]	-8%	-1	1.8	?	4%	-1%	1
29	CCC(C)NCCOc1ccc(C)cc1[N+](=O)[O-] (configuration not stated)	0.4	13%[57.1 µM]	?	54*	0.3	29%[57.1 µM]	4%	-3%	5
30	CC1=C(c2ccc(C)c(C)c2)S(=O)(=O)N=C1N1CCC(C(=O)N2CCCCC2)CC1	-0.6	-11%[57.1 µM]	-13%	.	-0.9	-15%[57.1 µM]	.	2%	0
31	O=C(NCCCc1ccccc1)c1ccccc1O	-2.1	23%	4%	-19	-0.8	0%	7%	2%	9
32	CCCCC(=O)Nc1cccc(NC(=O)c2ccc3c(c2)OCO3)c1	-0.2	3%	-9%	-5	-0.1	13%	6%	1%	0
33	CCCc1cc(N2CCN(c3ccccc3F)CC2)n2cnnc2n1	-1.5	-1%	-15%	.	-0.9	0%	3%	0%	-5
34	O=c1[nH]c2ccc(N/C(=N/S(=O)(=O)c3ccccc3)c3ccccc3)cc2[nH]1	3.1	10%[57.1 µM]	-10%	12	1.7	24%[57.1 µM]	6%	3%	-6
35	COc1ccc(-c2nnc3ccc(SCC(=O)NCc4ccco4)nn23)cc1	-0.3	3%	-11%	-6	-1.9	-4%	-3%	4%	3
36	O=C1CN(C(=O)c2ccc(F)c(S(=O)(=O)N3CCOCC3)c2)c2ccccc2N1	0.0	-4%[57.1 µM]	-14%	5	1.9	25%[57.1 µM]	1%	2%	-4
37	COc1ccc(/C(N)=N/OC(=O)c2ccc3c(c2)OCO3)cc1OC	2.2	10%	11%	-10	-0.1	6%	-2%	5%	-2
38	COc1ccc(C(=O)CSc2cc(C)nc3nc(C)nn23)cc1OC	-0.3	11%[57.1 µM]	?	4	1.3	-13%	3%	-5%	-3
39	Cc1cc(OCc2cc(C(=O)N3CCCCCC3)no2)cc(C)c1Cl	1.5	-10%	-25%	-20	1.1	1%	6%	-6%	6
40	COc1cccc(-c2noc(-c3ccc(Cl)nc3)n2)c1	-1.4	10%[57.1 µM]	-25%	-5	0.5	27%[57.1 µM]	8%	0%	1
41	NC(=O)[C@@H]1CCNc2c(I)cc([N+](=O)[O-])cc2C(=O)N[C@@H](CCC(=O)O)C(=O)N[C@@H](CO)C(=O)N1	-0.7	-11%	19%	-2	-0.3	-10%[57.1 µM]	11%	?	7
42	Cc1ccc(S(=O)(=O)N2CCN(C(=O)CSc3n[nH]c(N)n3)CC2)c(C)c1	-0.2	-2%	-15%	-26	1.1	17%	-13%	-1%	-6
43	CCCc1cc(=O)n2c(nc3ccccc32)[nH]1	0.6	40%[activator][57.1 µM]	4%	-4	-0.5	-14%[57.1 µM]	-2%	1%	2
44	COc1ccccc1CCNC(=O)C(C)Sc1nc(-c2ccccc2)cc(C(F)(F)F)n1 (configuration not stated)	0.4	-11%	-27%	.	0.5	-20%	15%	1%	-2
45	COc1ccc(CCNC(=O)CSCc2ccc(Cl)cc2)cc1OC	-0.1	-5%	-15%	-11	-0.5	-8%	3%	-6%	1
46	Cc1cccc(C)c1NC(=O)c1sc(-n2nc(C)c(Cc3ccc4c(c3)OCO4)c2C)nc1C	-2.6	-10%	-7%	.	.	-5%	0%	-1%	6
47	O=C(Nc1ccc(F)cc1F)c1ccc(-c2ccccc2)s1	0.3	9%	10%	.	.	0%	-8%	7%	-6
48	CCn1c(=O)c(C(=O)NCCc2ccc(OC)c(OC)c2)c(O)c2ccccc21	-1.2	1%	-13%	-6	-0.6	17%	3%	-1%	13
49	CCCCCCNC(=O)C(=O)NCCc1ccc(Cl)cc1	0.0	4%[57.1 µM]	-17%	12	-2.8	17%[57.1 µM]	-6%	8%	0
50	Cc1[nH]ccc(=O)c1OC1OC(CO)C(O)C(O)C1O (configuration not stated)	1.0	9%	-23%	9	1.2	23%	-6%	0%	-3
51	CC1(C)CC2CC(C)(CN2C(=O)C23CCC(C)(C(=O)C2)C3(C)C)C1 (configuration not stated)	0.3	-6%	-4%	-1	-0.5	-3%	7%	?	-3

# Screening results (PubChem)
